HIF-2a inh – blocks HIF-2a reporter activity; 786-0 RCC cells HIF-2a reporter, luciferase luminescence, overnight; inhibition, % at 18.8 µM; hit rate 0.72% among 360,000; AID 624352;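 active = inhibition of the luminescence signal of 40% or more relative to plate controls, in a single-dose primary screen at 18.75 µM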
CF NFkB inh – inhibitors of cystic fibrosis induced NF-kB | KKLEB NF-kB-GFP reporter, PAF-induced, GFP fluorescence overnight | AID 588850 | inhibition, % at 5 µM | hit rate 0.86% among 360,000;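 active = at least 50% inhibition at 5 µM, scaled per plate between neutral and stimulator controls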;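 note: PAF is a Pseudomonas aeruginosa culture filtrate used as stimulus; plate controls were PAF-stimulated DMSO wells for no effect and unstimulated DMSO wells for full effect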
NR2E3 ag-1 – agonists of human NR2E3 nuclear receptor; CHO-S Gal4-NCOR/VP16-NR2E3 two-hybrid, luciferase; inhibition of corepressor binding, % at 3.98 µM; hit rate 0.35% among 360,000; AID 602229;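 active = inhibition above the mean of all tested compounds plus 3 SD, cut at about 70% in these data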;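 note: 0% = DMSO with NR2E3 transfected cells and 100% = cells lacking NR2E3 construct; higher means lower luciferase signal from less NR2E3 corepressor binding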
Target sequence (Q9Y5X4 whole entry, looked up, the tested form may be a part): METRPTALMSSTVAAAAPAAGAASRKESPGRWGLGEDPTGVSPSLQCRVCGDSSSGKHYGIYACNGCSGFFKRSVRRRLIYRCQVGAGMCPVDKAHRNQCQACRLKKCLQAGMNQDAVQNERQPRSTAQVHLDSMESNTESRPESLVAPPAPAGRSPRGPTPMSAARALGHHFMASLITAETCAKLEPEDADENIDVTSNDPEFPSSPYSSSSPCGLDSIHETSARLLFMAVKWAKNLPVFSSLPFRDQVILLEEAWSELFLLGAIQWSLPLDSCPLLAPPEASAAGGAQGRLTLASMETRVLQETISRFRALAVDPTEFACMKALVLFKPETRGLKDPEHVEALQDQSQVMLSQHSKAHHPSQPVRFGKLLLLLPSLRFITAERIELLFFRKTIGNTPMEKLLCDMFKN
MITF TRPM1 inh – inhibitors of MITF-driven TRPM1 promoter in melanoma cells. SK-MEL-5 TRPM1 promoter luciferase, 24 h. hit rate 0.83% among 330,000. inhibition, % at 12.5 µM;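 active = mean inhibition across replicates of 60% or more, whatever share of single replicates reaches that level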; note: values of inactives mirror those of a sister screen read the other way
NR2E3 ag-2 – NR2E3 (human) agonism | GST-NR2E3/biotin-RetCOR TR-FRET, 1536-well | inhibition of corepressor binding, % at 4.78 µM | hit rate 0.12% among 320,000 | AID 2300;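 active = percent inhibition above the cutoff of mean plus 3 SD of all tested compounds, set per screening campaign, cut at about 20% in these data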;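 note: 0% = DMSO wells and 100% = biotin wells as full block of FRET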
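Material: NR2E3–RetCOR corepressor complex / Amount: 1.35 nM GST-NR2E3 / Medium: Tris pH 7.5 / Compound: single nominal compound dose of 4.8 µM / Incubation: 5 h at 4 °C / Technique: TR-FRET, Eu(K)-anti-GST donor, streptavidin-D2 acceptor, ex 340, em 617/671 nm / Read-out basis: percent loss of FRET ratio relative to control wells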
Shn3 inh set2 – inhibitors of Schnurri-3 3'UTR reporter in osteoblasts | Clone20 osteoblast Shn3 3'UTR firefly luciferase, 24 h | inhibition, % at 12.5 µM | hit rate 0.52% among 360,000 | AID 588674;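 active = mean inhibition of at least 75% with every replicate also reaching 75%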;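 note: 0% = median of neutral control wells and 100% = pilot-screen positive control compound; some compounds past the cut are filed as inactive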
iPSC survival up – increases survival of single human iPS cells | hiPSC single-cell survival, ATPlite luminescence; 100% = ROCK inhibitor wells, 0% = DMSO | survival enhancement, % at 20 µM | hit rate 0.044% among 360,000 | AID 602274; in the data active = survival enhancement above about 18%;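 note: cells exposed to compounds for 16 hours before the ATP read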
aDG glyco act – increases alpha dystroglycan glycosylation; Pro5-aDG cells, alpha-DG glycosylation AlphaScreen (IIH6); 0% Pro5, 100% B10-LARGE cell signal; activation, % at 10 µM; hit rate 0.22% among 360,000;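 active = activation of at least 8% versus controls, or a plate z-score of at least 8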;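 note: Pro5 are CHO cells carrying HIG-tagged alpha-DG that lacks glycosylation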
TWEAK Fn14 block – TWEAK-Fn14 signaling inhibition; TWEAK-stimulated Fn14 reporter cells, luciferase luminescence, 8 h; inhibition, % at 10 µM; hit rate 2% among 360,000; AID 1159606; in the data active = inhibition above about 50%
Peg3 promoter – reduces Peg3 promoter-driven luciferase expression in HeLa | AID 588405 | inhibition, % at 20 µM | hit rate 1.7% among 360,000 | HeLa PEG-Prom luciferase reporter, luminescence, overnight;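 active = inhibition of at least 50% at 20 µM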
KKLEB tox – CF airway cell cytotoxicity counter-screen; activity change (cytotoxicity), % at 5 µM; hit rate 0.36% among 360,000; KKLEB CF airway cells viability, ATPlite luminescence, overnight; hits give low values; cells stimulated with P. aeruginosa culture filtrate;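 active = corrected activity change at or below -50% at 5 µM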
Active calls of the source: *; . = not tested or not shown. An unsorted share of the library, and some 4.4% of all compounds hit somewhere here.

SMILES	HIF-2a inh	CF NFkB inh	NR2E3 ag-1	MITF TRPM1 inh	NR2E3 ag-2	Shn3 inh set2	iPSC survival up	aDG glyco act	TWEAK Fn14 block	Peg3 promoter	KKLEB tox
CC(C)Oc1ccc(/C=C(\C#N)C(=O)NC2CC2)cc1	1	0	-5	13	-3	-2	-0.6	0.0	-41	3	3
CCOC(=O)[C@@H]1[C@H]2COc3ccccc3[C@@H]2N2C(=O)N(c3ccc(Cl)cc3)C(=O)[C@]12C	7	5	-19	0	1	8	-1.9	-0.2	-1	7	10
CCN(CC)c1ncccc1C(=O)NCc1cccs1	0	-1	-6	0	0	-4	0.2	0.2	3	9	-8
CNC[C@@H]1OCc2ccccc2-c2c(n(C)c3ccccc23)C(=O)N([C@H](C)CO)C[C@@H]1C	-9	10	-5	.	.	3	2.9	0.5	-5	-20	-5
COCCN(C(=O)C(C)C)c1nnc(-c2cccc(C)c2)s1	-23	7	-2	-6	1	23	1.6	-0.3	-9	-18	5
CCOC(=O)CC(NC(=O)CCc1c(C)nc2nc(C)nn2c1C)c1ccc(C)cc1 (stereo not given)	21	-18	-6	8	7	-9	-0.2	0.4	1	7	11
Cc1ccc(-n2nc3ccc(NC(=O)c4cccc([N+](=O)[O-])c4C)cc3n2)cc1	-106	4	-76	-14	1	35	-2.6	0.1	2	-86	1
Fc1ccc(NC(=S)NCc2cccnc2)cc1	8	-1	-3	-1	-1	-8	-0.6	0.0	-6	9	10
CSc1ncccc1C(=O)OCC(=O)N(CC(C)C)c1c(N)n(Cc2ccccc2)c(=O)[nH]c1=O	12	6	-29	4	2	-13	-0.6	0.1	-13	6	-11
COc1ccc(/C=C/C2=NN(Cc3ccccc3)C(=O)CC2)cc1	-24	-10	-28	-6	-1	23	-1.2	-0.5	14	-3	2
COc1cccc(-c2nnn(C/C(N)=N/O)n2)c1	-90	3	-12	-10	-1	-23	2.9	-0.1	1	-48	16
O=C(NC1CCCCC1)c1csnn1	-3	-1	-5	3	.	-6	-2.1	-0.1	7	-9	6
O=C(NCc1ccccn1)c1cc(S(=O)(=O)N2CCN(c3ccccc3)CC2)ccc1Cl	14	-4	13	14	3	18	-2.7	0.4	19	15	12
CC1C(=O)N(Cc2cn(CCC3OCCCO3)nn2)CCS(=O)(=O)N1Cc1ccc(-c2ccc(Cl)nc2)cc1 (stereo not given)	-24	7	0	.	.	-22	-0.5	-0.1	-31	-7	6
CCCC(=O)Nc1ccc(Cl)c(NC(=S)NC(=O)c2ccco2)c1	-39	13	-24	15	1	13	5.1	-0.1	-18	-1	-1
Cc1scc(C(=O)N/N=C/c2ccsc2)c1C	-138	-2	-123	-56	0	-57	0.3	0.0	14	-242	-2
C=CC[C@@H](Cc1ccc(F)cc1)C(=O)OC[C@@H]1CCCN1C(=O)[C@@H](CC=C)CC(=O)N(CCO)Cc1ccccc1	25	9	-5	1	.	35	-0.9	0.4	6	21	12
COc1ccccc1NC(=O)NNC(=O)CN1C(=O)COc2ccccc21	10	-7	-3	1	3	-38	1.0	-0.1	4	6	-26
O=C(Nc1c(F)c(F)c(F)c(F)c1F)c1ccc(Br)o1	12	-15	-26	.	.	12	-1.7	-0.1	15	0	6
Clc1ccc(Cn2ccc3ccccc32)cn1	5	-30	-8	15	5	0	-0.7	-0.1	0	21	8
CCN(CCCNS(=O)(=O)c1cc(-c2cc(C)no2)ccc1C)Cc1ccccc1	1	5	5	13	0	-9	-0.6	-0.3	-9	3	12
Cc1ccc(N2CCN(/N=C/c3sccc3C)CC2)cc1	-126	-8	-10	-40	-1	-1	-3.0	-0.2	10	-52	10
O=C(O)CSc1nnc(-c2cccs2)n1-c1ccc(Cl)cc1	-1	16	1	-12	0	11	3.3	0.1	-19	4	-2
CCCCN(C(=O)c1ccc(-c2ccc(Cl)cc2)o1)c1c(N)n(CC(C)C)c(=O)[nH]c1=O	0	1	8	57	6	13	-0.5	0.1	7	31	-2
COc1cccc(C(=O)NCc2ccc3c(c2)cc(C)n3C)c1	23	-6	-14	11	0	8	0.7	-0.6	-8	7	16
Cc1c(C(=O)/C=C/N(C)C)nnn1-c1ccc(Cl)cc1C#N	-24	18	-55	-3	3	9	0.2	0.1	-1	3	2
C/C(=N\NC(=O)c1cc(C)[nH]n1)c1cccs1	-72	15	-46	-15	-4	-12	-0.6	-0.3	19	-35	-4
COc1ccc(CN2CCCC(C(=O)c3cccc(C(F)(F)F)c3)C2)cc1O (stereo not given)	13	-8	-8	-1	3	-10	-1.9	-0.2	3	21	-11
COc1ccc(S(=O)(=O)N2CCC(C(=O)NC3CCCCC3)CC2)cc1C	13	-18	17	-2	5	0	-0.5	0.0	10	4	-1
Cc1ccc(C#N)c(SCC(=O)Nc2nccs2)n1	-231	9	-208	0	-4	-25	-3.5	0.2	-2	-92	1

Single records, as listed above.
Results for Cc1ccc(N2CCN(/N=C/c3sccc3C)CC2)cc1 = HIF-2a inh: -126; CF NFkB inh: -8; NR2E3 ag-1: -10; MITF TRPM1 inh: -40; NR2E3 ag-2: -1; Shn3 inh set2: -1; iPSC survival up: -3.0; aDG glyco act: -0.2; TWEAK Fn14 block: 10; Peg3 promoter: -52; KKLEB tox: 10
Results for CCN(CCCNS(=O)(=O)c1cc(-c2cc(C)no2)ccc1C)Cc1ccccc1 = HIF-2a inh: 1; CF NFkB inh: 5; NR2E3 ag-1: 5; MITF TRPM1 inh: 13; NR2E3 ag-2: 0; Shn3 inh set2: -9; iPSC survival up: -0.6; aDG glyco act: -0.3; TWEAK Fn14 block: -9; Peg3 promoter: 3; KKLEB tox: 12

(listing goes on)
SMILES	HIF-2a inh	CF NFkB inh	NR2E3 ag-1	MITF TRPM1 inh	NR2E3 ag-2	Shn3 inh set2	iPSC survival up	aDG glyco act	TWEAK Fn14 block	Peg3 promoter	KKLEB tox
COC(=O)c1cc(=O)n(Cc2cccs2)c(=Nc2ccccc2)s1	25	13	9	4	1	14	0.0	1.1	31	24	-8
Cc1ccccc1-c1nc(CN2CCC(C(=O)N3CCN(c4ccccn4)CC3)CC2)c(C)o1	-9	11	21	15	1	11	2.9	0.8	-9	3	22
CC1(c2ccccc2)NC(=O)N(CC(=O)N2CC(=O)Nc3ccccc32)C1=O (stereo not given)	6	10	4	-2	.	-1	-0.9	0.0	12	-8	8
COc1ccccc1NC(=O)C1CC(=O)OC1c1ccccc1 (stereo not given)	13	-7	-4	-6	3	-7	3.7	0.0	11	10	-7
CC1CCN(CCNC(=O)C2CCCN(c3ncnc4c3nc3n4CCCCC3)C2)CC1 (stereo not given)	15	8	8	-2	0	13	-0.4	0.2	-5	2	-6
CC(CN1CCCCC1)OC(=O)c1ccccc1Cl (stereo not given)	14	-8	-18	2	3	-3	-1.9	-0.1	17	-5	0
O=C(C1=C[C@@H](c2ccc(Br)cc2)C[C@@H](OCCCCO)O1)N1CCOCC1	-5	5	-6	-7	1	0	0.8	0.0	0	-6	-9
FC(F)(F)c1cccc(CNC2CCN(Cc3ccccc3)CC2)c1	16	17	-4	-5	0	-5	-0.3	0.0	-4	18	-8
O=C(c1cc(COc2ccc(F)cc2Cl)on1)N1CCN(C2CCCCC2)C(=O)C1	-47	7	57	-10	-1	40	-0.4	1.1	-17	-28	-15
COc1cccc(C2NC(CC(C)C)(C(=O)O)C3C(=O)N(Cc4ccccc4)C(=O)C23)c1O (stereo not given)	9	2	-5	-1	3	-1	-2.3	-0.2	3	-1	3
CCN(CC(=O)NCc1ccc(Cl)cc1)C(=O)c1cc2ccccc2o1	6	-3	-8	-2	1	4	-0.4	0.1	-18	9	-1
Cc1ccc(-c2ocnc2C(=O)Nc2nc(C)cs2)cc1	-145	2	-49	-19	2	-80	-0.4	-0.1	-13	-139	5
Nc1nc(Cl)cc(Oc2ccc([N+](=O)[O-])cc2)n1	-5	-6	-2	0	0	4	-0.1	0.2	0	-4	-6
OCc1ccc(-c2ccc3nccn3c2)cc1	-35	-3	-12	.	.	4	-1.9	-0.3	14	-26	-1
CCOc1ccc(Cl)cc1S(=O)(=O)N1CCC(C(=O)NCC2CCCO2)CC1 (stereo not given)	-9	-9	3	0	1	-11	0.7	0.0	1	-1	6
COc1ccc(C2C(C(=O)NCC3CCCO3)CCC(=O)N2c2ccc3c(c2)OCO3)cc1 (stereo not given)	7	-17	-12	3	2	-2	-3.0	0.1	-10	-2	-8
Cc1ccc(C)c(C(=O)OCC(=O)NC(=O)NCc2ccccc2)c1	3	-1	-12	.	.	-12	-1.9	0.3	-24	5	13
CCN(C[C@H]1N[C@@](CC)(C(=O)OC)[C@H]2C(=O)N(Cc3ccccc3)C(=O)[C@@H]12)C(=O)c1ccc(F)cc1	-3	-13	-13	-2	.	-8	-0.2	0.0	31	9	16
Cc1[nH]n(-c2ccccc2)c(=O)c1S(=O)(=O)c1ccccc1	4	10	-7	7	1	-10	-2.8	-0.1	-9	1	-7
COc1ccc(CNC(=O)CN2C(=O)C3C4C=CC(C4)C3C2=O)cc1 (stereo not given)	0	15	-19	93*	3	-6	1.3	-0.5	-14	12	0
O=C(COc1ccccc1)NC1CCN(Cc2ccccc2)CC1	15	-14	-1	-1	4	24	4.9	-0.2	-8	17	5
C(=N\N=C\c1ccccc1)/c1ccccc1	-116	-4	-29	-40	4	-16	0.4	0.0	-24	-167	13
Cc1cc(S(=O)(=O)N2CCOCC2)c(C)s1	8	8	9	4	-2	-3	-0.3	-0.1	-10	1	-9
O=C(Cc1csc(NC(=O)Nc2cccc(Cl)c2)n1)NCc1cccnc1	-116	3	-58	-39	-2	-10	-0.5	0.0	11	-130	-2
COC(=O)c1ccc(NC(=O)c2ccc3c(c2)OCO3)cc1	-190	-1	-61	-74	2	-52	-2.9	0.7	2	-210	9
Cc1ccc(C2=NN(C(=S)Nc3ccccc3)C(c3ccco3)C2)cc1 (stereo not given)	-206	4	-113	-70	-1	-108	-0.7	-0.3	48	-334	-4
CC(C)NC(=O)c1ccc(CN2CCc3ccccc3C2)cc1	24	-4	13	12	.	2	0.6	0.0	0	13	10
CC(=O)c1cccc(NC(=O)NCCc2c[nH]c3ccccc23)c1	-18	30	-26	-24	0	19	0.6	-0.1	-11	-46	-4
COc1cc(/C=C(\C#N)C(=O)NCC2CCCO2)ccc1OCC(=O)O (stereo not given)	6	2	-6	5	0	6	0.6	-0.1	-10	-1	10
COc1ccc(C(=O)c2coc3ccc(O)c(CN4CCOCC4)c23)cc1	7	1	-16	-22	1	19	2.7	0.8	-3	0	-34
Cc1ccccc1CNS(=O)(=O)c1c(C(=O)N2CCCC2)c(C)n(C)c1C	14	12	-16	-7	0	12	0.0	-0.4	24	-12	-15
O=C(c1cc(COc2cccc(C(F)(F)F)c2)on1)N1CCC(Oc2cccnc2)CC1	-1	10	78*	-9	-2	79	-0.3	1.3	43	6	-1

Source: PubChem (several laboratories)
